# FXIIa inh 1536 = inhibitors of human coagulation factor XIIa; P00748; purified FXIIa, Boc-QGR-AMC fluorogenic substrate, 2 h; inhibition, % at 5 µM; actives 0.3% (n = 220,000); AID 800; in the data active = inhibition above about 40%;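 also: 0% = enzyme with no compound and 100% = blank without enzyme; many of its hits are not listed in these tables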
# MDM2 E3 inh = inhibitors of human Mdm2 E3 ubiquitin ligase. Q00987. cell-based MDM2 ubiquitination luciferase reporter, 2 h; 0 = plate control, 100 = twice control, blank-subtracted. signal enhancement, % at 5 µM. actives 0.11% (n = 210,000). AID 1230;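 active = signal enhancement of 30% or more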;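 also: luminescence tracks abundance of the self-degrading MDM2-luciferase fusion protein; higher signal means inhibition of MDM2 E3 ligase activity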
# Target sequence (Q00987 whole entry, looked up, the tested form may be a part): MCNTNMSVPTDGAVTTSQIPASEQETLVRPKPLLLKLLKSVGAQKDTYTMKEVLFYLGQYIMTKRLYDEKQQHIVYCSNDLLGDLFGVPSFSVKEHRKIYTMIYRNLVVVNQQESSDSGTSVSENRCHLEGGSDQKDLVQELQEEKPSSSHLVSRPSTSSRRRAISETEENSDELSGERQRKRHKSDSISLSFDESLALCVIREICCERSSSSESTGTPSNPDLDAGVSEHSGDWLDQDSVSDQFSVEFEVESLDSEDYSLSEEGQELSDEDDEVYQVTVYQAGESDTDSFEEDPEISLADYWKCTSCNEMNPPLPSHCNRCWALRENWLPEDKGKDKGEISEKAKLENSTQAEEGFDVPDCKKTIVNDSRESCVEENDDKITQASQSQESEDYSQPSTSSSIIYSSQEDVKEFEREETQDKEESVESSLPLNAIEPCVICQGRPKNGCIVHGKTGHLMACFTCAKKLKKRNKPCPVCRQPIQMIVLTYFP
#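 System: stable MDM2–luciferase fusion reporter cells / Input: 2000 cells seeded into each well / Schedule: 4 h settle plus 2 h compound, 37 °C / Compound: single-point 5 µM / Buffer or medium: cells held in DMEM / Benchmarks: control and blank well means / Evaluation: percent signal gain over controls, blank-subtracted / Measured by: luciferase luminescence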
# FXIa inh 1536 = factor XIa (human) inhibition; AID 798; P03951; actives 0.14% (n = 220,000); inhibition, % at 5 µM; purified FXIa, Boc-Glu-Ala-Arg-AMC fluorogenic substrate;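 active = inhibition of at least 40%; inactive = inhibition below 40%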;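 also: fluorescence of freed AMC excited at 355 nm; 0% = enzyme without compound and 100% = no enzyme blank; many of its hits are not listed in these tables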
# Wee1 degr inh = human Wee1 degradation inhibition, primary screen; P30291; HeLa Luc-Wee1K328M stability, luciferase luminescence; 100% = proteasome inhibitor MG132 effect; reporter increase, % at 5 µM; actives 1.2% (n = 220,000);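 active = activation above the mean of all tested compounds plus 3 SD, set per screening run, cut at about 8.8% in these data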;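 also: cells exposed to compound for 20 h before luminescence read; 0% = DMSO alone and 100% = MG132 at 30 µM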
# Target sequence (P30291 whole entry K328M): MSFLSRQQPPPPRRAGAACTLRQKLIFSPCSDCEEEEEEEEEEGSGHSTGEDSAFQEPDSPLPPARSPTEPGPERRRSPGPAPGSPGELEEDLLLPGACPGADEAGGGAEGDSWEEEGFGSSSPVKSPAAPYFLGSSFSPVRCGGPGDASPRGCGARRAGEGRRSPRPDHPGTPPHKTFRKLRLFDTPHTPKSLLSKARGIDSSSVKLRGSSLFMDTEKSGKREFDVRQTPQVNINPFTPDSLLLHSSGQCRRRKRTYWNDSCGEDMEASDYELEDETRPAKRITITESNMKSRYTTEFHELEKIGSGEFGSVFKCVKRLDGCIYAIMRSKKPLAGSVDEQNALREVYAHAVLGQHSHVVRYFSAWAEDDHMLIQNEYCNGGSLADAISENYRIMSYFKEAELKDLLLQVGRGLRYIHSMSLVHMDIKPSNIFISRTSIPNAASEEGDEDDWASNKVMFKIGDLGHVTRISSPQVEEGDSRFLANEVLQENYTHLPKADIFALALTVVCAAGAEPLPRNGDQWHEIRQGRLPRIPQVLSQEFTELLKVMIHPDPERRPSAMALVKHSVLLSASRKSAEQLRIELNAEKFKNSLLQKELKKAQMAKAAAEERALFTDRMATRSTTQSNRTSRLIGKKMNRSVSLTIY
# Rad51 HR inh = Rad51 (human) homologous recombination inhibition; inhibition, % at 10 µM; actives 0.085% (n = 200,000); Q06609; hRad51 DNA strand exchange, fluorescence dequenching; AID 1385;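 active = inhibition above 40% at the single screening dose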;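 also: 0% = DMSO control wells and 100% = blanks with heterologous ssDNA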
#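 System: hRad51 filaments on single-stranded DNA; reagent: Fluorescein- and BHQ1-tagged 47-mer duplex; compound dosing: one concentration, 10 µM final; timing: filaments 15 min 37 °C, then compound 30 min; measured by: fluorescein emission 520 nm, excitation 485 nm; benchmarks: per-plate controls and blanks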
# eIF4E-4G inh = blocks eIF4E binding to eIF4G; TR-FRET eIF4E-eIF4GI(517-606) binding, 2 h; P63073+Q04637; inhibition, % at 21.7 µM; actives 0.37% (n = 220,000);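 active = inhibition above about 30%, limit read from the data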;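 also: 0% = full FRET control wells and 100% = background wells lacking eIF4GI fragment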
# p97 inhibitor = inhibitors of human p97 ATPase; P55072; recombinant p97 ATPase, Kinase-Glo ATP luminescence, 3 h; inhibition, % at 8 µM; actives 0.42% (n = 220,000); AID 1481; in the data active = inhibition above about 15%;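 also: 0% = DMSO vehicle and 100% = wells lacking enzyme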
# 14-3-3 Bad inh = disrupts binding of bovine 14-3-3 zeta to phospho-Bad peptide; TR-FRET 14-3-3zeta/Dy647-pBad peptide displacement, 1 h; inhibition, % at 21.7 µM; actives 0.71% (n = 220,000);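 active = inhibition above about 70%, limit read from the data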;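 also: 0% = full 14-3-3 plus peptide FRET controls and 100% = background without 14-3-3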
# KLK5 inh = blocks human kallikrein 5 protease activity; AID 873; recombinant hK5, fluorogenic AMC substrate cleavage; actives 0.59% (n = 210,000); inhibition, % at 5 µM;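 active = inhibition of 40% or more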;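 also: 0% = enzyme controls without compound and 100% = no-enzyme blanks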
# An asterisk follows results filed as active; / = not tested or not shown; [ ] = remark or other dose. Rows were taken by chance; about 3.5% have a hit in one of these screens.
# The line under a structure holds: FXIIa inh 1536	MDM2 E3 inh	FXIa inh 1536	Wee1 degr inh	Rad51 HR inh	eIF4E-4G inh	p97 inhibitor	14-3-3 Bad inh	KLK5 inh
CNC(=O)[C@@H]1C[C@H]1[C@@H](NC(=O)OCc1ccccc1)c1ccccc1
→ 17.5	/	8.2	-3.6	0.8	0.3[fluorescence artefact?]	3.7	-6.3[fluorescence artefact?]	-5.6
CCN1C2=C(C(=O)CCC2)C(c2ccc(O)cc2)C2=C1CCCC2=O
→ 26.1	-23.3	18.7	1.8	-10.8	-21.3[fluorescence artefact?]	-3.5	0.8[fluorescence artefact?]	22.4
CCOC(=O)C(Sc1cc(C)nc(N)n1)C(C)=O (stereo not drawn)
→ 11.0	-11.6	4.2	-2.1	-0.9	6.6	-1.5	7.4	-0.3
CCCC(C(=O)NC(C)(C)C)N(CC1CCCO1)C(=O)c1snc(C(N)=O)c1N (stereo not drawn)
→ 3.9	-5.6	-6.4	9.4*	-0.4	-4.8	7.3	3.6	-3.6
COC(=O)[C@@H]1CCCN1C(=O)CCc1nnc(C2CCCCC2)o1
→ 13.4	8.0	0.3	-1.4	-11.9	0.5	-0.5	-13.7	-0.5
CSc1ccc(CNC(C)(C)CO)cc1
→ 5.8	-9.6	3.6	-3.6	9.0	-3.4	5.9	-4.1	0.0
O=C(O)CCSc1nnc(COc2cccc3cccnc23)n1-c1ccccc1
→ -1.7	-4.9	-5.9	0.9	29.9	-0.5	3.1	-3.5	-14.1
c1ccc(C(c2ccccc2)N2CCN(Cc3nnnn3C3CCCCC3)CC2)cc1
→ 10.8	1.4	8.0	-0.9	-2.6	0.2	1.1	8.0	-4.8
COc1cc2cc(C(c3nnnn3C3CCCC3)N(C)C3CCCCC3)c(=O)[nH]c2cc1OC (stereo not drawn)
→ 7.7	-64.4	8.2	-0.8	-1.6	30.5*	0.5	7.7[fluorescence artefact?]	7.9
COc1ccc(Cl)c(N2CCN(CCCNC(=O)Nc3ccc(C)cc3)CC2)c1
→ 5.7	-12.9	-2.5	-0.5	/	-2.3	-10.4	-4.2	-1.0
COc1ccc(NC(=O)c2ccc3nccnc3c2)cc1
→ 14.6	/	1.7	0.4	16.0	7.4	-5.0	-3.4[fluorescence artefact?]	-6.7
Cc1ccc(C2CC(=O)Nc3c2ccc2ccccc32)cc1[N+](=O)[O-] (stereo not drawn)
→ 9.1	5.4	7.3	5.8	10.9	6.3	-2.3	0.4	-10.5
COc1cc([C@@H]2C[C@H]3CN(c4ccccc4)C(=O)[C@]34CCCN24)cc(OC)c1OC
→ 6.7	-4.8	4.3	4.0	9.8	-0.7	2.0	-20.6	/
O=C1CC(N2CCC(c3nc4ccccc4o3)CC2)C(=O)N1Cc1cccs1 (stereo not drawn)
→ 15.6	3.2	6.7	-1.3	-11.0	8.1	-1.2	-2.7	12.8
COc1ccccc1NC(=O)Cn1cnc2sc(C(=O)NCc3ccco3)c(C)c2c1=O
→ 6.6	-6.0	1.2	4.4	-8.8	-4.0	1.7	-3.1	-5.6
O=C(CCC1CCCC1)Nc1ccc([N+](=O)[O-])cn1
→ 6.8	10.0	7.9	0.4	-17.6	17.5	-1.0	13.2[fluorescence artefact?]	-5.0
COc1ccc(S(=O)(=O)N2N=C(c3ccc(NS(C)(=O)=O)cc3)CC2c2ccco2)cc1 (stereo not drawn)
→ 9.7	-8.7	-1.1	0.8	11.8	-1.1	1.4	-12.1	-7.9
Cc1ccc(S(=O)(=O)c2ccc(Cl)cc2)cc1S(=O)(=O)NC(C)C(=O)O (stereo not drawn)
→ 3.9	0.0	1.0	0.8	3.7	1.0	4.5	-7.2[fluorescence artefact?]	-10.9
CCc1ccc(CN(C)Cc2nc(COc3ccccc3)no2)nc1
→ 10.1	-14.0	14.7	-1.8	-0.9	-5.2	-3.2	-7.8	1.8
Cc1ccc(S(=O)(=O)Cc2ccc(C(=O)NCc3cccs3)o2)cc1
→ 9.7	-11.2	2.7	-1.2	1.4	-8.4[fluorescence artefact?]	1.6	-4.8	-3.3

# An excerpt from above in order of their number in FXIa inh 1536, falling:
Compound | FXIIa inh 1536 | FXIa inh 1536 | Wee1 degr inh | Rad51 HR inh | eIF4E-4G inh | p97 inhibitor | 14-3-3 Bad inh | KLK5 inh
CCc1ccc(CN(C)Cc2nc(COc3ccccc3)no2)nc1 | 10.1 | 14.7 | -1.8 | -0.9 | -5.2 | -3.2 | -7.8 | 1.8
COc1ccccc1NC(=O)Cn1cnc2sc(C(=O)NCc3ccco3)c(C)c2c1=O | 6.6 | 1.2 | 4.4 | -8.8 | -4.0 | 1.7 | -3.1 | -5.6
O=C(O)CCSc1nnc(COc2cccc3cccnc23)n1-c1ccccc1 | -1.7 | -5.9 | 0.9 | 29.9 | -0.5 | 3.1 | -3.5 | -14.1

# Later entries:
# The line under a structure holds: FXIIa inh 1536	MDM2 E3 inh	FXIa inh 1536	Wee1 degr inh	Rad51 HR inh	eIF4E-4G inh	p97 inhibitor	14-3-3 Bad inh	KLK5 inh
Cn1c(O)c(N=NC(=O)c2cc(-c3cccs3)nc3ccccc23)c2ccccc21
→ 3.5	-14.0	-5.7	-0.9	0.4	2.7[fluorescence artefact?]	0.1	-7.3[fluorescence artefact?]	-1.6
Nc1ccccc1C(=O)NNC1=C(C(=O)C(F)(F)F)CCC1
→ 7.4	-14.4	-3.0	2.4	-3.9	4.7	0.5	-4.5	-7.6
O=C(Oc1cccc2cccnc12)c1cccc([N+](=O)[O-])c1
→ 4.6	-13.8	-5.3	-1.5	0.2	1.7	1.2	-16.4	-19.8
COc1ccc(/C=C/C(=O)Nc2c(C)nn(C)c2C)cc1COc1ccc(Br)cc1
→ 12.5	10.0	10.9	1.8	2.7	3.1	-14.3	4.7	-4.4
O=c1cc(COc2ncnc3ccccc23)nc2sccn12
→ 14.4	-13.8	-0.9	8.4	-5.5	4.9	6.1	3.1	-2.8
COc1ccc(CNS(=O)(=O)c2cccc(S(=O)(=O)N3CCOCC3)c2)cc1
→ -3.0	8.7	-9.4	-0.2	2.6	-15.9	-4.7	-6.4	1.1
CCCCOc1ccc(C2CC(=O)N(C)C2=O)cc1 (stereo not drawn)
→ 10.5	-15.7	4.3	-0.1	-5.2	3.6	1.6	4.5[fluorescence artefact?]	7.5
Cn1c(=O)[nH]c(=O)c2c1nc(Sc1nc3ccccc3s1)n2Cc1ccccc1
→ 0.8	-10.4	1.5	-1.8	-2.4	4.1	1.2	1.8	-10.4
CCOc1ccccc1Nc1nc2ccccc2n2cnnc12
→ 9.5	/	6.5	0.2	/	-4.4	4.2	26.7[fluorescence artefact?]	-1.2
COc1ccc(NC(=O)N2CCN(c3cccc(C(F)(F)F)c3)CC2)cc1
→ 5.0	-0.8	3.9	0.3	14.1	-3.3	0.5	-0.1	6.9
COc1cc2c(cc1OC)C(c1ccccc1F)OC(=O)C2 (stereo not drawn)
→ 13.1	-9.8	1.8	8.4	2.3	-4.2	3.3	-5.1	-3.3
O=C(Nc1c(C(=O)C2CC2)oc2ccccc12)c1ccc(Cl)cc1
→ -6.1	-17.0	-3.4	-3.5	-2.1	1.9	3.5	-1.2	-12.8
O/N=C/c1ccnc(SCc2ccc(Cl)cc2)n1
→ 21.8	-14.3	10.9	6.5	3.9	3.8	3.9	0.8	-0.1
CCOc1ccccc1N1CSC2=C(C#N)C(c3c(OC)ccc4ccccc34)CC(=O)N2C1 (stereo not drawn)
→ 6.4	-8.3	-0.7	0.1	1.8	-12.9	7.4	-13.9	2.4
Nc1n[nH]c(-c2ccccc2)n1
→ 10.2	-19.8	-2.3	1.9	-0.8	4.5	1.8	44.1[fluorescence artefact?]	4.4
CCOC(=O)c1c(C)n(C)c2ccc(OC)c(NC(=O)CCN3CCC(Cc4ccccc4)CC3)c12
→ 27.0	-5.5	51.8*	4.9	-21.0	6.5	-11.2	-0.3	23.2
CCCNS(=O)(=O)c1ccc(OCC(=O)N2CCC(C(=O)OCC)CC2)cc1
→ 8.7	-1.3	4.3	3.2	-13.4	5.8	0.9	-6.2[fluorescence artefact?]	-6.0
CC/C(=N\NC(=O)c1ccc(CN(C)S(=O)(=O)c2ccc(C)cc2)cc1)c1ccc(OC(F)F)cc1
→ 3.0	-16.5	-2.7	3.4	-11.4	-0.6[fluorescence artefact?]	-2.1	-5.9	-18.7
O=C(O)CCCNC(=O)/C=C/c1ccco1
→ 21.8	-23.1	19.3	0.1	/	20.2	-5.9	49.5	/
COCCn1c(SCc2ccccc2Cl)nc2c1c(=O)[nH]c(=O)n2C
→ 14.2	1.9	3.5	-1.5	14.7	-3.3[fluorescence artefact?]	-3.9	2.9	0.6

# The line under a structure holds: FXIIa inh 1536	MDM2 E3 inh	FXIa inh 1536	Wee1 degr inh	Rad51 HR inh	eIF4E-4G inh	p97 inhibitor	14-3-3 Bad inh	KLK5 inh
COc1cccc(Oc2ccc(N/C=C/C(=O)C(C)(C)C)cc2)c1
→ 8.0	-4.7	3.2	-1.2	/	3.5	8.4	-5.9	-12.8
Cc1ccc(F)cc1NC(=O)N1CCN(C2c3ccccc3-c3ccccc32)CC1
→ 0.5	-13.4	3.9	-0.6	13.4	-1.0	0.3	-1.1	2.2
Cn1nnnc1SCC(=O)N1c2ccccc2CCc2ccccc21
→ -1.6	-16.7	-7.5	1.0	-1.7	3.7	1.7	-8.9	-0.4
CCCn1c(SCC(=O)c2cc(OC)ccc2OC)nnc1-c1ccco1
→ 12.8	-10.3	15.9	-1.1	-0.3	4.1	-5.2	2.5	0.6
CC(=O)N1CCC(N2CCN(c3ccccc3F)CC2)CC1
→ 59.5*	0.3	32.5	0.1	-10.5	0.1	4.9	-8.9	7.0
CN1CCN(S(=O)(=O)c2ccc(NC(=S)NC(=O)C3CC3)cc2)CC1
→ -0.8	3.9	-1.7	1.3	6.5	12.1[fluorescence artefact?]	2.5	-15.1[fluorescence artefact?]	-7.7
COc1cccc(C(=O)NCCSc2ccc(F)cc2)c1
→ 1.0	2.7	-3.4	2.0	3.1	2.3	0.9	-4.1	-3.0
CCOC(=O)N1CCC(NC(=O)C2CCCN(C(=O)c3cc4sccc4n3C)C2)CC1 (stereo not drawn)
→ 10.1	-4.5	1.9	1.8	-7.8	-1.3[fluorescence artefact?]	1.3	0.7[fluorescence artefact?]	-1.2
CC(C)CN1C(=O)/C(=C/c2cccs2)NC1=S
→ 9.8	/	-0.5	3.5	6.2	-5.1[fluorescence artefact?]	-0.2	-6.3	-13.2
CCc1nnc(NC(=O)c2cccnc2SC)s1
→ 7.1	-0.6	1.3	-0.1	20.9	4.5	5.0	-15.7	2.6
Cc1sc(NC(=O)c2ccc(F)cc2)c(CN2CCCCCC2)c1C
→ 4.8	-10.4	-6.3	-0.9	/	5.2	3.7	0.1[fluorescence artefact?]	-12.2
OC1CCN(Cc2cccc(Oc3ccccc3)c2)CC1
→ 9.2	-0.9	2.0	-0.9	-4.3	-2.5	4.4	-11.6	-13.1
CN1/C(=C\C(=O)Nc2cccnc2)c2ccccc2CC1(C)C
→ 17.4	-18.2	3.6	-2.1	/	5.4	3.0	-10.6	39.7
CCOc1ccc2ncc(C(=O)c3ccc(OC)cc3)c(N3CCN(CC)CC3)c2c1
→ 6.1	3.2	-2.5	-1.8	-6.2	1.1	-3.2	5.6	-1.3
Cc1cccc(NC(=S)N=Nc2c(O)[nH]c3ccccc23)c1
→ 11.5	2.3	4.2	2.5	18.8	-2.7	2.3	-0.5	-71.0
CC(C)(C)OC(=O)NNC(=O)NC12CC3CC(CC(C3)C1)C2
→ 3.6	-22.3	3.9	-3.1	3.3	1.4	4.1	-20.9	10.3
